Myeloid diff MLP = promotes myeloid progenitor differentiation; 360,000 tested, 1% active; calls only at 10 µM; ER-HoxA9 myeloid progenitors, lysozyme-GFP differentiation, flow cytometry;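 active = normalized GFP-positive differentiation at or above the plate's own cutoff, the solvent-only control mean plus 3 SD; inconclusive = no clear call, values can overlap the other calls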;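 note: cells exposed to compound for four days before flow analysis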
GPR55 LPI antagonism = inhibition of LPI-stimulated GPR55 beta-arrestin translocation – imaging, U2OS, beta-arrestin-GFP, LPI agonist, primary screen (AID 2013); U2OS GPR55 beta-arrestin-GFP translocation imaging, LPI antagonism; higher % means a stronger effect; inhibition, % at 10 µM, or IC50 in µM where a hit was titrated; 290,000 tested, 0.13% active;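 active = spots per cell inhibited over 60%, with over 100 cells counted and total cytoplasm intensity under 500,000; inconclusive = wells with under 100 cells, flagged as likely toxic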;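 note: U2OS cells stably carrying GPR55 and arrestin-GFP stimulated by 5 µM LPI near EC80; imaged beta-arrestin-GFP aggregate spots per cell after agonist stimulation; plate controls were LPI-stimulated DMSO wells for no effect and DMSO wells without LPI for full effect; some results filed as inactive read as strong as hits; confirmed hits need IC50 under 10 µM and bright autofluorescent wells are also inconclusive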
GPR55 beta-arrestin = GPR55 agonists via beta-arrestin recruitment, primary screen, imaging, U2OS cells, beta-arrestin-GFP redistribution (AID 1961). U2OS GPR55 beta-arrestin-GFP redistribution imaging; higher % means a stronger effect. activation, % at 10 µM, or EC50 in µM where a hit was titrated. 290,000 tested, 0.048% active;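 active = activation above 40% with more than 50 cells counted in the well; inconclusive = wells holding fewer than 50 cells, flagged as toxic or sparse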;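 note: U2OS osteosarcoma cells stably expressing GPR55 and beta-arrestin-GFP; plate controls were DMSO negative control for no effect and LPI positive control for full effect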
KOR beta-arrestin-1 = KOR antagonists, beta-arrestin recruitment, cell-based, luminescence, uHTS (AID 1778) | KOR beta-arrestin recruitment, luminescence, antagonist mode; higher % means a stronger effect | inhibition, % at 10 µM, or IC50 in µM where a hit was titrated | 290,000 tested, 0.091% active; note: strong numbers were not always called active
NOD1 inhibition = inhibition of NOD1-driven NF-kB reporter – cell-based, luminescence, uHTS, primary screen (AID 1578); NOD1-driven NF-kB luciferase reporter cells, luminescence; higher % means a stronger effect; one-dose inhibition, % at 4 µM; EC50 in µM for titrated hits; 290,000 tested, 1% active; in the data active = inhibition mostly above about 36%, no sharp cut-off; inactive = mostly below about 34%;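 note: HEK-293T reporter cells stimulated with the NOD1 agonist gamma-tri-DAP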
NTR1 ag = NTR1-driven beta-arrestin-GFP spot formation – imaging, U2OS cells, high content, primary screen (AID 493036). P30989. agonist mode. activation, % at 20 µM. 330,000 tested, 0.17% active;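 active = activation at or above 40% of the spot to cytoplasm intensity ratio, with at least 20 cells analyzed; inconclusive = wells under 20 cells, flagged as cytotoxic or low count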;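 note: 0% = DMSO without peptide and 100% = 100 nM NTR1 peptide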
Target sequence (P30989 whole entry, looked up): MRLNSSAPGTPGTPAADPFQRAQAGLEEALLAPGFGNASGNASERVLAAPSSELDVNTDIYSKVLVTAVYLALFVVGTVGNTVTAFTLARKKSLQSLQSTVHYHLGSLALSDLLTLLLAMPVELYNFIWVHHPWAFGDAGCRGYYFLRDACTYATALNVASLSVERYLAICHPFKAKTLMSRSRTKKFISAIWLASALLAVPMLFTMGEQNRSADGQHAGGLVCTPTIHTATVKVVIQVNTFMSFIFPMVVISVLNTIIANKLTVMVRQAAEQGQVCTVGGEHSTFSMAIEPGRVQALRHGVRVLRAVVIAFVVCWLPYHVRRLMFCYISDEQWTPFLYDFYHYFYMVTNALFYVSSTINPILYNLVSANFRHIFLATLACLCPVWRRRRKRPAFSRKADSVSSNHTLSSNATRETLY
KOR beta-arrestin-2 = kappa opioid receptor activators – cell-based, luminescence, uHTS, primary screen (AID 1777); KOR beta-arrestin recruitment, luminescence; higher % means a stronger effect; 280,000 tested, 0.02% active; activation, % at 10 µM; hits with a dose series show EC50 in µM; in the data active = activation above about 50%, passing the limit was not always enough; note: a part of the inactive calls stands beside numbers as strong as those of hits
NOD2 inhibition = NOD2 signaling inhibitors, cell-based, luminescence, uHTS, HEK293 (AID 1566) | HEK293 NOD2/NF-kB luciferase reporter, luminescence; higher % means a stronger effect | inhibition, % at 4 µM, or EC50 in µM where a hit was titrated | 290,000 tested, 0.63% active; note: many of its hits are not listed in these tables
T cell modulator = modulates CD8 T cell binding to vesicles; AID 2052; calls only at 7 µM; 330,000 tested, 0.068% active; 2C CD8+ T cell-vesicle binding, flow cytometry; active compounds read low;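 active = response, share of CD8 T cells binding vesicles, and their 90th percentile fluorescence all below set limits, cut at about 80% in these data, passing the limit was not always enough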
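incubation = binding step 1.5 h, 37 °C, antibody labelling 20 min, ice | test system = 2C mouse CD8+ T cells | read-out basis = percent CD8+ FL2 mean versus row control | controls = Peptide-free naked vesicles (low) and QL9 vesicles with 0.7% DMSO vehicle (high) | detection = flow cytometry of vesicle-bound cells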
T cell modulator vesicle-bound % = second read-out of T cell modulator, no call of its own (marks repeat the call); double positive events, %; measured here: CD8+ vesicle-bound cell fraction;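 binding gate set so that unloaded-vesicle control wells show 10% double positive cells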
NTR1 ag cell count 20 µM = also measured in NTR1 ag; calls as there; cell count; measured here: cell count, cytotoxicity flag
Myeloid diff MLP GFP+ MAC1+ % = further read-out of Myeloid diff MLP, marked with its call; GFP+ MAC1+ double positive, %; measured here: differentiation confirmed by MAC1 staining
An asterisk follows results filed as active; i = inactive; ? = inconclusive; / = not tested or not shown; + = active, no number; [ ] = another dose, or the depositor's remark. Cut-off read from the data, not from the text of the source, unless noted: active = inhibition above about 50%; inactive = the rest.

Preview:
SMILES | Myeloid diff MLP | Myeloid diff MLP GFP+ MAC1+ % | GPR55 LPI antagonism | GPR55 beta-arrestin | KOR beta-arrestin-1 | NOD1 inhibition | NTR1 ag | NTR1 ag cell count 20 µM | KOR beta-arrestin-2 | NOD2 inhibition | T cell modulator | T cell modulator vesicle-bound %
CC(C(=O)Nc1sc2c(c1C(=O)NCC1CCCO1)CCC2)N1C(=O)c2ccccc2C1=O (stereo unspecified) | i | 0.4 | 4% | 0.1% | 4% | 1% | 7.6 | 57 | -1.5% | 10% | i | 54
CCn1c(SC2CCOC2=O)nnc1-c1ccc(Cl)cc1 (stereo unspecified) | i | 0.1 | 10% | -0.1% | -13% | -15% | 0.5 | 39 | -6.7% | 18% | i | 39

The listing, repeating the preview:
SMILES | Myeloid diff MLP | Myeloid diff MLP GFP+ MAC1+ % | GPR55 LPI antagonism | GPR55 beta-arrestin | KOR beta-arrestin-1 | NOD1 inhibition | NTR1 ag | NTR1 ag cell count 20 µM | KOR beta-arrestin-2 | NOD2 inhibition | T cell modulator | T cell modulator vesicle-bound %
CC(C(=O)Nc1sc2c(c1C(=O)NCC1CCCO1)CCC2)N1C(=O)c2ccccc2C1=O (stereo unspecified) | i | 0.4 | 4% | 0.1% | 4% | 1% | 7.6 | 57 | -1.5% | 10% | i | 54
CCn1c(SC2CCOC2=O)nnc1-c1ccc(Cl)cc1 (stereo unspecified) | i | 0.1 | 10% | -0.1% | -13% | -15% | 0.5 | 39 | -6.7% | 18% | i | 39
O=C(CCS(=O)(=O)c1ccccc1)NC12CC3CC(CC(C3)C1)C2 | i | 0.4 | 21% | -0.1% | 7% | -44% | 2.9 | 45 | -9.7% | -42% | i | 43
CC1COc2ccccc2N1C(=O)c1ccccc1Cl (stereo unspecified) | i | 0.7 | 7% | -0.1% | 20% | 5% | -1.8 | 74 | -3.7% | 1% | i | 20
Cc1onc(-c2ccccc2)c1C(=O)N/N=C/c1ccc([N+](=O)[O-])s1 | i | 0.7 | 14% | -0.5% | -1% | 33% | 0.6 | 57 | 1.9% | 26% | i | 43
S=C1CCC(c2ccc(Cl)cc2)=NN1c1ccccc1 | i | 0.3 | 14% | -0.1% | 13% | 3% | 0.9 | 54 | -3.0% | 11% | i | 40
Cc1ccccc1-c1nc(CS(=O)CC(=O)NCCCN(C)c2ccccc2)c(C)o1 (stereo unspecified) | i | 1.0 | 2% | 0.0% | -30% | 4% | 0.9 | 75 | 6.3% | -3% | i | 36
Oc1ccc(N=Cc2ccc(O)c(O)c2)cc1 | i | 0.4 | -25% | 0.7% | -27% | -14% | 0.5 | 60 | 0.6% | 18% | i | 37
COc1ccc(-n2c(-c3ccc(Br)cc3)c[n+]3c2SC(C)C3)cc1 (stereo unspecified) | i | 2.1 | 0% | -0.6% | -24% | -2% | 0.7 | 76 | 1.3% | 6% | i | 30
O=S(=O)(c1ccccc1)c1nc(-c2ccco2)oc1NCCCN1CCOCC1 | i | 1.1 | 2% | -0.2% | -47% | 28% | 0.9 | 48 | -5.9% | 6% | i | 60
CC(=O)Nc1ccc(NC(=O)CN(C)CC(=O)Nc2ccccc2Br)cc1 | i | 0.6 | -12% | -0.6% | -19% | -20% | -1.6 | 53 | 1.2% | -3% | i | 30
O=C(Nc1nnc(Cc2ccccc2)s1)Nc1ccccc1F | i | 0.3 | 8% | -0.2% | 16% | -37% | 1.9 | 56 | -1.9% | -47% | i | 8
CCCc1c(C)nc(N2CCN(c3ccc(F)cc3)CC2)[nH]c1=O | i | 0.6 | 6% | -0.1% | -1% | -33% | 0.2 | 59 | -1.4% | 12% | i | 57
COc1ccc(-c2noc(CSc3nc(N)cc(=O)[nH]3)n2)cc1 | i | 0.8 | 3% | -0.1% | 6% | -5% | 1.5 | 50 | 2.7% | -4% | i | 8
Cc1cc(NC(=O)c2cc(-c3ccccn3)nc3ccc(Br)cc23)no1 | i | 0.8 | 2% | 0.0% | -18% | -26% | 2.3 | 53 | 14% | -9% | i | 68
O=C(NCCN1CCCC1)c1ccc(Cn2c(=S)[nH]c3cc4c(cc3c2=O)OCO4)cc1 | i | 0.8 | 1% | -0.2% | 21% | -15% | -1.6 | 96 | 1.4% | 2% | i | 12
Cc1ccsc1C(=O)NC(C)c1ccccc1 (stereo unspecified) | i | 3.4 | 4% | -0.2% | 7% | -51% | 1.1 | 45 | -1.0% | -10% | i | 23
O=C1Nc2ccccc2C1(c1ccccc1)c1ccccc1 | i | 0.6 | 16% | -0.1% | -54% | 17% | -1.2 | 74 | -3.7% | 17% | i | 47
COc1cccc(CC2(CO)CCCN(Cc3ccc4c(c3)OCCO4)C2)c1 (stereo unspecified) | i | 0.3 | -9% | 0.3% | -16% | -13% | 0.3 | 59 | 2.1% | -24% | i | 11
NC(N)=NCC(O)CN(c1ccccc1)c1ccccc1 (stereo unspecified) | i | 0.8 | -9% | -0.1% | 32% | -3% | 1.2 | 41 | 2.8% | -11% | i | 33
COc1ccc(OC)c(C(=O)c2ccc(Cl)cc2)c1 | i | 0.4 | 1% | 0.1% | 23% | -13% | -1.2 | 43 | -0.9% | -13% | i | 8
COc1ccc(-c2nc(CS(=O)(=O)CC(=O)NCc3ccccc3Br)c(C)o2)cc1 | i | 3.4 | 1% | 1.0% | -42%[20 µM] | -8% | 11 | 67 | -1.2% | 12% | i | 37
Cc1ccc2c(c1)CCCN2C(=O)c1ccoc1C | i | 11 | 4% | -0.1% | 28% | -15% | 0.2 | 58 | -1.4% | 2% | i | 52
O=C(NCc1ccc(Cl)cc1)C1CCC(CNS(=O)(=O)c2ccccc2)CC1 (stereo unspecified) | i | 0.7 | -1% | -0.1% | 1% | -6% | 3.3 | 45 | -4.8% | 5% | i | 60
Cc1ccc(-c2ccc(=O)n(CC(=O)N3CCN(c4cccc(C)c4)C(C)C3)n2)cc1 (stereo unspecified) | i | 3.0 | 12% | 0.5% | 0% | 21% | 3.2 | 53 | 0.6% | 27% | i | 10
CN1CCN(c2nc(-c3cccc([N+](=O)[O-])c3)nc3ccccc23)CC1 | i | 0.8 | -10% | 0.0% | -21% | -1% | 0.8 | 75 | -1.8% | -12% | i | 46
O=C(NC12CC3CC(CC(C3)C1)C2)c1ccc(N2CCNCC2)c([N+](=O)[O-])c1 | + | 1.3* | 37% | -0.2% | 20% | 1% | 2.8 | 43 | 3.4% | 25% | i | 19
Cc1cc(C)n2c(Br)c(CSc3nc4ccccc4o3)nc2n1 | i | 1.4 | 18% | 0.2% | -10% | -48% | 1.9 | 82 | 2.1% | -14% | i | 45
N#Cc1c(-c2ccccc2)nc(N2CCOCC2)[nH]c1=O | i | 0.5 | 13% | -0.2% | -9% | -42% | 0.0 | 64 | -6.1% | 0% | i | 45
CC(C)Cn1cc(C(=O)N2CCOCC2)c2c3ccccc3n(C)c2c1=O | i | 1.1 | 14% | -0.1% | -24% | -38% | 1.9 | 49 | 2.2% | -4% | i | 53
COc1ccc(N(C(=O)CCl)C(C(=O)NCCc2ccccc2)c2cccs2)cc1Cl (stereo unspecified) | ? | / | 1% | 29% | 35% | 64% | / | / | 14% | 4% | i | 37
O=C(NNc1nc2ccccc2s1)Nc1ccc(F)cc1 | i | 0.3 | -3% | 0.9% | 30% | 0% | 0.7 | 62 | 3.8% | -86% | i | 18
O=C(NCC1CC1)Nc1cccs1 | i | 0.4 | 10% | 0.2% | 8% | -8% | -0.5 | 35 | 0.5% | -10% | i | 20
O=C(Nc1scc(-c2ccccc2)c1C(=O)O)c1ccccc1Cl | i | 0.5 | 11% | 1.0% | 30% | -4% | 2.5 | 50 | -4.6% | 16% | i | 40
Cc1c(C(=O)O)[nH]c2c1C(=O)CC(c1ccccc1)C2 (stereo unspecified) | i | 1.7 | -6% | -0.2% | -27% | 0% | -1.1 | 48 | 4.8% | -3% | i | 63
CC1CCN(c2nc3c(c(=O)n(C)c(=O)n3C)n2CCSc2ncccn2)CC1 | i | 4.3 | 9% | -0.1% | 27% | -18% | 1.6 | 65 | -1.1% | 2% | i | 12
CC(C)NC(=O)c1cc2nc(-c3ccco3)cc(C(F)(F)F)n2n1 | i | 2.7 | -16% | 0.0% | -3% | -23% | 1.2 | 46 | -0.4% | -2% | i | 36
CCn1c2c(c3cc(C(=O)O)ccc31)CCCC2=O | i | 0.4 | -6% | -0.1% | 31% | -3% | -2.1 | 65 | -1.4% | 11% | i | 58
COc1ccc(C)c(-n2c(N)cc(=O)n(Cc3ccccc3)c2=O)c1 | i | 0.8 | 2% | 0.0% | 6% | 3% | -0.7 | 53 | -1.6% | 30% | i | 23
O=C(Cn1[nH]c(=O)c2ccccc2c1=O)OCC(=O)N1CCc2ccccc2C1 | i | 1.3 | -1% | 0.3% | 14% | -21% | -0.1 | 82 | -5.6% | -8% | i | 38
Cc1cc(C)cc(Oc2coc3c(CN(C)C)c(O)ccc3c2=O)c1 | i | 0.5 | 6% | -0.3% | -45%[20 µM] | -21% | 2.0 | 63 | 5.6% | 7% | i | 51
COc1ccc(/C=C(\C#N)C(=O)OCC(=O)Nc2c(C)cccc2C)cc1 | i | 0.5 | 2% | 0.7% | -24% | -24% | -0.9 | 56 | -2.5% | 8% | i | 43
O=C(C[n+]1cc(Br)cc(Br)c1)c1ccccc1 | i | 0.5 | -3% | 0.0% | -19% | -8% | 2.3 | 87 | 0.4% | -9% | i | 22
COc1ccc2nc(NC(=O)Nc3cccc4ccccc34)sc2c1 | i | 0.1 | -1% | -0.6% | -26% | -69% | 1.3 | 42 | -0.5% | -59% | i | 20
NC(=O)C[C@H]1NC(=O)[C@H](CCC(=O)O)NC(=O)c2cc([N+](=O)[O-])cc(I)c2NCCC[C@@H](C(N)=O)NC1=O | i | 0.7 | 1% | -0.3% | 27% | -25% | 3.5 | 78 | -3.7% | -3% | i | 13
CCCn1c(NC(=S)Nc2ccccc2)nc2ccccc21 | i | 0.8 | -16% | 0.9% | 17% | -34% | 4.3 | 47 | -1.6% | -7% | i | 53
Cc1ccc(/C=N/NC(=O)CCn2nc(C)cc2C)c(C)c1 | i | 0.2 | -9% | -0.2% | -13% | -14% | 1.4 | 55 | -0.7% | 0% | i | 29
O=C(CN1CCCCCC1)NCCN1C(=O)S/C(=C\c2ccccc2Cl)C1=O | i | 0.2 | 9% | -0.2% | 2% | -36% | 0.4 | 40 | 5.5% | -4% | i | 51

Source: PubChem (several laboratories)

Not all compounds are listed; count on the stated rates, not on these rows.
